PI5P4K alpha inh = qHTS for Inhibitors of phosphatidylinositol 5-phosphate 4-kinase (PI5P4K); Phosphatidylinositol 5-phosphate 4-kinase type-2 alpha (Homo sapiens), P48426; PI5P4Kalpha enzyme, ADP-Glo luminescence, 60 min; active compounds read low; max response, %; 1.2% of 330,000 active; active means max response of -50% or lower; inconclusive means between -30% and -50%; inactive means -30% or higher; further: value at the top dose of about 77 µM; on the % scale 0 is the no-effect control and ±100 the full control effect
Target sequence (P48426 whole entry, looked up): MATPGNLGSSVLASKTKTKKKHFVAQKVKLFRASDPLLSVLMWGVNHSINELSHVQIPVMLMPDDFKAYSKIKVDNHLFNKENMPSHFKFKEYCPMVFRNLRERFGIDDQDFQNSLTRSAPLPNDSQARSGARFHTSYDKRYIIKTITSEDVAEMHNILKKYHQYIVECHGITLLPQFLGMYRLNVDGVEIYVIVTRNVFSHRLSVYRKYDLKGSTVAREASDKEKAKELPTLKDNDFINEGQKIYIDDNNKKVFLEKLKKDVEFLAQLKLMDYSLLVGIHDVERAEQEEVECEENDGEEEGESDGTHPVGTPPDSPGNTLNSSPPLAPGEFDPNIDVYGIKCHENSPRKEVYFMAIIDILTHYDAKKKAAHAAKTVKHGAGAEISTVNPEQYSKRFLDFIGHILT
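Human PI5P4Kalpha with substrate in 0.038 M HEPES pH 7.4, 0.28 mM EGTA, 0.1% CHAPS, 5% DMSO; reaction started with 5 microM ATP (final), 60 min at room temperature. ADP formed read by ADP-Glo luminescence.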
EPAC1 antag = qHTS for Antagonist of cAMP-regulated guanine nucleotide exchange factor 3 (EPAC1): primary screen; Potency, µM (doses to about 115 µM), inactives show top-dose activity change, negative = inhibition, most hits filed as inhibitors; EPAC1 GEF assay, Rap1b-BODIPY-GDP exchange fluorescence; 0.14% of 360,000 active;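 further: potency means the concentration at half of the fitted maximal effect; plate controls were vehicle for no effect and positive control for full effect; nearly all actives have a fitted effect of over 50% in size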
EPAC2 agonist = qHTS for Agonist of cAMP-regulated guanine nucleotide exchange factor 4 (EPAC2): primary screen. EPAC2 activation, biochemical qHTS; response scale: 100% = 6.5 mM cAMP response. Potency, µM (titrated, usually from 154 µM), for the others: top-dose activation, hits mostly activators. 0.079% of 360,000 active. AID 720711, 2013; further: potency means the concentration at half of the fitted maximal effect; nearly all actives have a fitted effect of over 50% in size
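Setup: EPAC2 100 nM, labeled Rap1B complex 250 nM, free GDP 50 uM. Compound titrations pinned in, brief spin, 5 min room temperature incubation. Kinetic fluorescence read over 30 min, normalized to 6.5 mM cAMP.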
CCT modulator = High-Throughput Screening for Modulators of Cytosolic Chaperonin Activity; activity change, % (no concentration beside the values), hits read low; AID 651819, 2012; 0.3% of 360,000 active; purified chaperonin ATPase assay, HTRF ADP detection, 30 min; in the data active means activity change below about -30%; further: on the % scale 0 is the no-effect control and ±100 the full control effect
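TRiC (40 or 20 nM final, by batch activity) in 30 mM Tris pH 7.4, 100 mM KCl, 5 mM MgCl2, 1 mM DTT was treated with compound at 76 uM single dose, then 10 uM ATP, 30 min at 37 °C. ADP was read by HTRF Transcreener.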
PLK1 PBD block = qHTS for Inhibitors of PLK1-PDB (polo-like kinase 1 - polo-box domain): Primary Screen; Serine/threonine-protein kinase PLK1 (Homo sapiens), P53350; Plk1 PBD binding of FITC phosphopeptide, fluorescence polarization; Potency, µM, for inactives: max response, negative = inhibition, usual class: inhibitors; 2.8% of 360,000 active; AID 720504, 2013; further: potency means the concentration at half of the fitted maximal effect; series mostly up to about 57 µM; on the % scale 0 is the no-effect control and ±100 the full control effect; nearly all actives have a fitted effect of over 65% in size
Target sequence (P53350 whole entry, looked up, the tested form may be a part): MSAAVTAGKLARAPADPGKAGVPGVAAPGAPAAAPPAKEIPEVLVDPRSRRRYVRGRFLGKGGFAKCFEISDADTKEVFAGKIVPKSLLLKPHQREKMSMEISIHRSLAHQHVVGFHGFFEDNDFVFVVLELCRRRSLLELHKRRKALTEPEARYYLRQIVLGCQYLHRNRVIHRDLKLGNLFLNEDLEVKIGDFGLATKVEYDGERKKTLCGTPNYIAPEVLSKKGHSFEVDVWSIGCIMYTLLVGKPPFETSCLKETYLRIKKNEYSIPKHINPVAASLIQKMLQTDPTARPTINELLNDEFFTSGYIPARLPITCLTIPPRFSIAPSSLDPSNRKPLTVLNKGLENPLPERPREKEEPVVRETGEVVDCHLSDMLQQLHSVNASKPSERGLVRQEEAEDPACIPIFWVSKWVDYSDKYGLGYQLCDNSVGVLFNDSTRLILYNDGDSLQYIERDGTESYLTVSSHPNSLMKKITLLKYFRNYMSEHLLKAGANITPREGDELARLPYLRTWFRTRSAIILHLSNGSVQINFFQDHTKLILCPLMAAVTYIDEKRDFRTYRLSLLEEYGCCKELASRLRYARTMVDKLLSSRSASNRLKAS
EPAC1 agonist = qHTS for Agonist of cAMP-regulated guanine nucleotide exchange factor 3 (EPAC1): primary screen; 0.073% of 360,000 active; Rap guanine nucleotide exchange factor 3 (Homo sapiens), O95398; EPAC1 agonist qHTS, biochemical assay; response scale: 100% = response to 6.5 mM cAMP; Potency, µM (series often up to 154 µM), for the others: at the highest dose activation, actives largely listed as activators; further: potency means the concentration at half of the fitted maximal effect; nearly all actives have a fitted effect of over 60% in size
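Multi-concentration qHTS readout: loss of Rap1B-bound BODIPY-GDP fluorescence driven by 100 nM EPAC1 with excess GDP (50 uM), monitored kinetically at room temperature; agonist response expressed relative to 6.5 mM cAMP.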
IL2 activator = qHTS of IL-2 Activators. IL-2 activation reporter assay, cell-based qHTS; stimulated with anti-CD3/CD4/CD28 beads; in transgenic mouse T cells. activation, % (series mostly up to about 46 µM). 0.065% of 360,000 active; in the data active means activation above about 50%; inconclusive means mostly about 30% to 49%; further: 0% is about no effect
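Readout: EGFP and DsRed signals by fluorescent plate cytometry. Unstimulated transgenic mouse T cells received compound 60 min before antibody-bead stimulation, then incubated 18 h at 37 degrees C.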
WRN inhibitor = qHTS for Inhibitors of WRN Helicase | Bifunctional 3'-5' exonuclease/ATP-dependent helicase WRN (Homo sapiens), Q14191 | WRN helicase unwinding, fluorescent forked duplex, kinetic | Potency, µM (highest dose often 114 µM), without a hit: at the highest dose activity change, negative = inhibition, most hits filed as inhibitors | 0.46% of 360,000 active; further: potency means the concentration at half of the fitted maximal effect; on the % scale 0 is the no-effect control and ±100 the full control effect; nearly all actives have a fitted effect of over 55% in size
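Kinetic red-fluorescence monitoring (525/598 nm) tracks WRN helicase activity after 100 nM fluorophore-quencher forked duplex and 2 mM ATP are added to 20 nM enzyme pretreated 15 min at room temperature with compound.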
An asterisk follows results filed as active; ? = inconclusive; . = not tested or not shown; [ ] = dose if it differs, or a comment. Unless noted, the call rests on the fitted dose curve; in most records, active means well fitted curve in the direction sought with a large enough effect; inconclusive means small, poorly fitted or top-dose-only effect, or another doubt; inactive means no such curve, though single readings can be large; an effect the other way counts as inactive or inconclusive. Some of the compounds tested (hit frequency here may not be typical).

SMILES | PI5P4K alpha inh | EPAC1 antag | EPAC2 agonist | CCT modulator | PLK1 PBD block | EPAC1 agonist | IL2 activator | WRN inhibitor
Cc1cc(NC(=O)c2ccccc2)n(C)n1 | -4 | -5% | 2% | -1.1 | 6% | -9% | -2.1 | 1%
CCOC(=O)c1cnc2ncnn2c1N | 1 | 12% | 7% | -0.2 | 1% | -5% | 0.0 | 8%
Nn1c(Cc2ccccc2)n[nH]c1=S | -3 | -3% | 1% | 1.0 | 0% | 10% | 0.0 | 1%
CCOc1[nH]n(-c2ccccc2)c(=O)c1C=NCc1cccnc1 | 4 | -4% | 3% | 1.7 | -2% | 1% | -1.4 | -2%
CCO[C@H]1OC(C(=O)N2CCN(C)CC2)=C[C@@H](c2ccc(Br)cc2)[C@@H]1CCCO | 1 | 4% | 2% | 1.3 | -3% | 11% | -0.2 | -1%
CO/N=C(\N)c1nonc1N | 2 | -11% | 0% | -1.1 | -8% | 0% | 0.5 | -13%
COc1cc(C(=O)Oc2cc(N)n(S(=O)(=O)c3ccccc3)n2)cc(OC)c1OC | -2 | -7% | 12% | -1.6 | -16% | -6% | -3.0 | -6%
COc1ccccc1N1C(=O)c2cccc3cccc(c23)C1=O | -9 | -3% | 5% | 2.9 | -8% | 3% | -0.4 | 3%
CCCCOc1ccc(-c2cn3ccccc3n2)cc1[N+](=O)[O-] | 6 | -4% | -8% | 0.7 | -3% | -5% | -3.3 | 0%
Cc1ccc2cc(CN(C(=O)c3ccco3)c3cccc(C)c3C)c(=O)[nH]c2c1 | -23 | -23% | -2% | -0.8 | ? | -3% | -0.2 | -34%
C[C@H]1CN([C@@H](C)CO)S(=O)(=O)c2ccc(C#Cc3ccccn3)cc2O[C@H]1CN(C)Cc1ccc(F)cc1 | 2 | 9% | -8% | 2.7 | 7% | 1% | -1.6 | 2%
CCOC(=O)c1sc(-c2ccc(Br)cc2)cc1N | . | -4% | 8% | -1.5 | 0% | 17% | -1.0 | 1%
COc1cccc(C2c3[nH]c4ccccc4c3C[C@H]3C(=O)N(c4ccccc4C(=O)N4CCCC4C(=O)O)C(=O)N23)c1 (some centres undefined) | 1 | -3% | 5% | -0.7 | ? | -2% | 1.3 | 2%
COc1ccc2[nH]c3c(c2c1)CCN1C(=O)C(CC(=O)NCCCN(C)C)C[C@H](C(=O)N2CCCCC2)[C@@]31CCc1ccccc1 (some centres undefined) | 2 | 1% | 3% | 1.1 | -4% | 7% | -0.3 | 3%
CC1(O)CC(=O)N(c2ccccc2)O1 (centres undefined) | 9 | 2% | 4% | 0.3 | 1% | 0% | -2.0 | -1%

Two entries from above, tab-delimited.
structure	PI5P4K alpha inh	EPAC1 antag	EPAC2 agonist	CCT modulator	PLK1 PBD block	EPAC1 agonist	IL2 activator	WRN inhibitor
CO/N=C(\N)c1nonc1N	2	-11%	0%	-1.1	-8%	0%	0.5	-13%
C[C@H]1CN([C@@H](C)CO)S(=O)(=O)c2ccc(C#Cc3ccccn3)cc2O[C@H]1CN(C)Cc1ccc(F)cc1	2	9%	-8%	2.7	7%	1%	-1.6	2%

Next compounds follow:
SMILES | PI5P4K alpha inh | EPAC1 antag | EPAC2 agonist | CCT modulator | PLK1 PBD block | EPAC1 agonist | IL2 activator | WRN inhibitor
NC(=O)Cc1ncc(C(F)(F)F)cc1Cl | 1 | 0% | 4% | -2.0 | -12% | 0% | 0.8 | -1%
CCCCc1ccc(NC(=S)N2CCC(O)CC2)cc1 | 3 | -3% | 1% | -1.8 | -3% | -3% | -0.9 | 0%
O=C(C[n+]1ccc(/C=N/O)cc1)NC1CCCCC1 | -1 | -7% | 14% | 0.9 | -11% | 3% | -2.8 | -19%[57.1 µM]
O=C(NCCCN1CCOCC1)c1cc2cc(Br)ccc2oc1=O | 9 | -7% | 6% | -2.8 | -3% | -5% | -1.4 | -4%[57.1 µM]
CN(C)C1CN(Cc2cn(Cc3cccc(C(F)(F)F)c3)nn2)S(=O)(=O)C1 (centres undefined) | -1 | -3% | -2% | 0.1 | 1% | -3% | -0.5 | -3%
CCn1c(-c2cccnc2Cl)nc2cc(C)c(C)cc21 | -3 | -9% | 11% | -0.5 | -12% | 7% | -3.9 | -30%[57.1 µM]
CCCNC(=O)Nc1nnc(C2CC2)s1 | 3 | -13% | 2% | -2.9 | -3% | 0% | -0.5 | 0%
O=c1cc(-c2cccc([N+](=O)[O-])c2)[nH][nH]1 | -13 | -20% | 9% | 0.5 | -7% | -3% | 0.6 | 3%
Cc1cc(NC(=O)c2ccc(Cn3cc([N+](=O)[O-])cn3)o2)no1 | -5 | 18% | 8% | -2.5 | -7% | 0% | -1.8 | 5%
Cc1csc(NC(=O)Nc2cccc(Cl)c2)n1 | . | 25% | 4% | -0.9 | -7% | 4% | 1.0 | -1%
Cc1ccc(CNC(=O)COc2ccc(S(=O)(=O)NC(C)C)cc2)cc1 | . | 0% | -2% | -3.7 | -3% | 13% | -0.4 | 0%
NC(=O)COC(=O)c1ccc(C(=O)C(=O)c2ccccc2)cc1 | 6 | -4% | 6% | 2.1 | -4% | -4% | 0.0 | -2%
COC(=O)CCN(C(=O)c1cc(OC)c(OC)c(OC)c1)c1ccccn1 | . | 15% | 9% | 0.8 | 4% | 9% | 5.1 | -7%
Cc1ccc(OCCCCN2CCCCC2)c(C)c1 | -1 | 0% | 8% | 1.4 | -4% | 17% | 0.4 | 1%
O=C(NCC1CCCO1)/C(=C/c1ccccc1F)NC(=O)c1ccccc1 (centres undefined) | 2 | -22% | 4% | 1.3 | -15% | 13% | -0.6 | 10%
COc1ccc(N2C(=O)CCC(C(=O)NCc3ccccn3)C2c2ccc(OC)c(OC)c2)cc1 (centres undefined) | -3 | 1% | -7% | -1.3 | -12% | 8% | -2.2 | 2%
O=C1CC(NCC2CCCO2)C(=O)N1c1ccc(Cl)cc1 (centres undefined) | 2 | -1% | 11% | -1.0 | -9% | 2% | 1.3 | 2%
CCN(CC)CCSc1nnc2c3cc(F)ccc3n(Cc3ccccc3)c2n1 | 4 | -8% | 1% | -2.0 | -25% | 6% | 0.6 | -3%[57.1 µM]
COC(=O)c1ccc2[nH]c(C3(O)CCCCC3)c(C)c2c1 | 2 | 1% | 7% | -2.2 | 5% | 0% | -0.4 | 2%
COc1ccc(C(=O)N/C(=C\c2ccccc2)C(=O)NC(CCSC)C(=O)O)cc1 (centres undefined) | -6 | -5% | -2% | 0.5 | -4% | 1% | 1.0 | 14%[57.1 µM]
O=C(c1ccco1)N1CCCN(Cc2nc(-c3ccc4c(c3)OCO4)no2)CC1 | 1 | -24% | 6% | -1.4 | -10% | -3% | -1.6 | ?
COc1ccc(C2C(C(=O)N3CCN(c4ccccn4)CC3)CCC(=O)N2c2ccc(OC)cc2)cc1 (centres undefined) | -11 | 4% | 5% | -2.2 | -5% | -3% | 0.3 | 0%
COc1cccc(/C=N/NC(=O)c2cnccn2)c1O | 0 | -18% | 1% | -1.9 | -14% | 5% | -2.3 | -4%
COc1cc(C(=O)OCCCN2CCCN(CCCOC(=O)c3cc(OC)c(OC)c(OC)c3)CC2)cc(OC)c1OC | 10 | 7% | 17% | 1.6 | -5% | -6% | -0.7 | -13%
CC(=O)Nc1ccc(NC(=O)C(C)n2nc(C)c([N+](=O)[O-])c2C)cc1 (centres undefined) | 4 | -1% | 4% | 0.9 | -2% | -12% | 0.7 | -2%
CCOc1ccc(N=Nc2c(C)noc2C)cc1 | 0 | -2% | 2% | -19 | 2% | 10% | -1.7 | -1%
COC(=O)c1cccc(NC(=O)c2cnccn2)c1 | -3 | -18% | -3% | -1.5 | -5% | -4% | -0.2 | 7%
CC(=O)Nc1ccc(OCCOc2ccc(/C=C3\C(=N)N4N=C(C(C)C)SC4=NC3=O)cc2)cc1 | -6 | -29% | -20% | 0.4 | ? | -15% | 0.7 | -10%
O=C(OCC(=O)N1CCN(c2ccccc2)CC1)c1cc(Br)ccc1Cl | 10 | 1% | 9% | 0.2 | -5% | 17% | -0.3 | -11%
C=CCN1C(=O)CN=C1Nc1ccccc1 | 1 | 0% | 10% | -5.0 | -11% | 4% | 0.2 | -4%
O=S(=O)(NCCN1CCOCC1)c1cc(Cl)ccc1Cl | 5 | 14% | 20% | 3.5 | 7% | -10% | 1.8 | 12%
Cc1cc(C)n2nc(C(=O)OCC(=O)NC3CCCCC3)nc2n1 | 0 | 2% | 2% | 0.7 | -5% | -55%[inhibitor] | -1.0 | -8%
N#C/C(=N/Nc1ccc(S(=O)(=O)N2CCOCC2)cc1)C(N)=O | 1 | -12% | 28% | -12 | -19% | -14% | 0.7 | -4%
Cc1cc(C)c(NS(=O)(=O)c2ccccc2)c(C)n1 | 6 | 9% | 4% | 1.7 | -4% | 7% | -0.3 | -4%
Cc1ccc(Nc2nc(N)c3ccccc3n2)cc1C | -14 | -1% | 4% | 0.3 | 5% | 5% | 0.1 | 1%
CC(C)OCCCNC(=O)[C@H]1N2C(=O)c3ccccc3C2SC1(C)C (some centres undefined) | 3 | 7% | 8% | -0.7 | -4% | -3% | -5.3 | -3%
O=C(Nc1ccccc1N1CCOCC1)c1ccc(S(=O)(=O)NCc2ccco2)cc1 | -2 | 8% | 14% | -6.4 | -13% | 10% | 1.1 | -8%
O=C(NNC(=O)c1cccs1)c1ccc(Br)cc1 | 0 | -9% | 11% | 0.3 | -9% | 11% | -0.3 | 3%[57.1 µM]
COc1cc(CN(C(=S)NCC(=O)N2CCCC2)C2CCCC2)cc(OC)c1OC | -9 | -13% | 11% | -2.7 | -8% | 1% | -1.1 | -6%
Cc1ccc(C=Nc2ccccc2C(N)=O)cc1 | . | -8% | 4% | -1.0 | -8% | 1% | 0.0 | 4%
CCCOc1ccc(N2C(=O)CC(NCCc3ccc(S(N)(=O)=O)cc3)C2=O)cc1 (centres undefined) | . | 3% | 10% | 1.2 | -10% | 13% | -1.5 | -3%

Screens deposited in PubChem by National Center for Advancing Translational Sciences (NCATS).
